From PubChem BioAssay
USP1-UAF1 inh = Inhibitors of USP1/UAF1: Primary Screen | 390,000 tested, 0.23% active | Potency, µM (titrated, usually from 57.1 µM), inactives show at the top dose activity change, negative = inhibition, actives largely listed as inhibitors | recombinant USP1/UAF1, Ub-Rhodamine cleavage fluorescence | Ubiquitin carboxyl-terminal hydrolase 1 (Homo sapiens), O94782 | AID 743255, 2014; also: % is scaled to controls: 0 for no effect and ±100 for the full control effect; nearly all actives have a fitted effect of over 60% in size; inactives centre near -12
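Step one: compound is pinned into 1nM USP1/UAF1 in HEPES pH 7.8 buffer with TCEP. Step two: 15 min room-temperature incubation. Step three: Ub-Rho (150nM final) starts cleavage, tracked by fluorescence over six one-minute reads.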
Vif-A3G inh = qHTS for Inhibitors of Vif-A3G Interactions: qHTS; DNA dC->dU-editing enzyme APOBEC-3G (Homo sapiens), Q9HC16; HeLa A3G-eYFP + Vif (tagged APOBEC3G with the HIV-1 protein that degrades it), YFP fluorescence, overnight; Potency, µM (doses to about 46.1 µM), inactives show at the highest dose activity, negative = active, usual class: inhibitors; 410,000 tested, 0.076% active;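 also: % is scaled to controls: 0 for no effect and ±100 for the full control effect; nearly all actives have a fitted effect of over 60% in size; hits raise eYFP signal because A3G escapes Vif-driven loss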
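HeLa cells stably expressing Vif and C-terminally eYFP-tagged A3G, seeded overnight at 37 deg C, then exposed to compound by pintool overnight at 37 deg C. Rise in yellow fluorescence (Ex 488/Em 500-530, Acumen) marks blocked Vif-driven A3G degradation.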
Vif-APOBEC3F blk = qHTS for Inhibitors of Vif-A3F Interactions: qHTS. HeLa A3F-eYFP + Vif (tagged APOBEC3F with the HIV-1 protein that degrades it), YFP fluorescence increase. Potency, µM (titrated, usually from 46.1 µM), for inactives: top-dose activity, negative = active. 390,000 tested, 0.2% active; also: % of control where 0% means no effect; nearly all actives have a fitted effect of over 65% in size
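HeLa cells stably expressing A3F-eYFP plus Vif, plated and incubated overnight at 37 deg C, then exposed to compounds overnight at 37 deg C. Blocked degradation read as raised yellow fluorescence (Ex 488/Em 500-530).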
ALOX12 inh = Primary qHTS assay for inhibitors of human arachidonate 12S-lipoxygenase (ALOX12): Round 2; Polyunsaturated fatty acid lipoxygenase ALOX12 (Homo sapiens), P18054; purified 12hLO, xylenol orange hydroperoxide absorbance; Potency, µM (highest dose often 108 µM), for the others: top-dose activity change, negative = inhibition, most hits filed as inhibitors; 580,000 tested, 1.1% active; also: % is scaled to controls: 0 for no effect and ±100 for the full control effect
Target sequence (P18054 whole entry, looked up): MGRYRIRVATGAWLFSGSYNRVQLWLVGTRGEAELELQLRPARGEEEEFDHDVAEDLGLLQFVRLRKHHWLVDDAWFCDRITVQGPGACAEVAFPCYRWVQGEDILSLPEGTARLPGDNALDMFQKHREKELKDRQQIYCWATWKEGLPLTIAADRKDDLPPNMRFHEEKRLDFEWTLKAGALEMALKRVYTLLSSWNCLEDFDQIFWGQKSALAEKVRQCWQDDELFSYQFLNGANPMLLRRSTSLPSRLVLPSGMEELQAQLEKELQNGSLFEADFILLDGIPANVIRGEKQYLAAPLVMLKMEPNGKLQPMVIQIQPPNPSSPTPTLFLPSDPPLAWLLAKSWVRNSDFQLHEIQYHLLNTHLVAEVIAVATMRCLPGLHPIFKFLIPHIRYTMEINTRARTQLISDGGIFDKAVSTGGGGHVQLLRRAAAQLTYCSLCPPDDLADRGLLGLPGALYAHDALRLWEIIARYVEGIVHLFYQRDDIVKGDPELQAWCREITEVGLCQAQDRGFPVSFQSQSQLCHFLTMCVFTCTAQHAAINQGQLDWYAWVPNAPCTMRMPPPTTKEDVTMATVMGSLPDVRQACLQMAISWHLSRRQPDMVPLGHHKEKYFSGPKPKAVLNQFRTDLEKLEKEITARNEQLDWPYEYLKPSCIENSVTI
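Purified human 12hLO at 150 nM in 25 mM Hepes, 0.01% Triton X-100, pH 7.0, preincubated 15 min at room temperature with compound. Reaction started with 40 uM arachidonic acid, 30 min at room temperature. Hydroperoxide measured by Fe-xylenol orange, 573/405 nm absorbance ratio.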
RGS4 inhibitor = Inhibitors of Regulator of G Protein Signaling (RGS) 4: qHTS; Regulator of G-protein signaling 4 (Homo sapiens), P49798; Transcreener GDP fluorescence polarization, RGS4-accelerated GTP hydrolysis; Potency, µM (highest dose often 114 µM), for the others: at the highest dose activity change, negative = inhibition, most hits filed as inhibitors; 390,000 tested, 0.039% active; AID 504845, 2011; also: % is scaled to controls: 0 for no effect and ±100 for the full control effect; nearly all actives have a fitted effect of over 75% in size; some results filed as inactive show a strong effect at the top dose
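MLSMR compounds (23 nl, pin-transferred) preincubated 10 min at room temperature with a 500nM (2x) first reagent, then RGS4 at 900nM (2x) plus Transcreener GDP mix added; fluorescence polarization (620/688 nm) read before and after 90 min at 30 °C.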
RXFP1 agonist = qHTS Assay for Agonists of the Relaxin Receptor RXFP1; HEK293T-RXFP1 cAMP TR-FRET, 30 min; response scale: percent of porcine relaxin response, buffer zero; Potency, µM (highest dose often 57.5 µM), inactives show at the highest dose activation, most hits filed as activators; 370,000 tested, 0.3% active; also: % is scaled to controls: 0 for no effect and ±100 for the full control effect; nearly all actives have a fitted effect of over 60% in size; many of its hits are not listed in these tables
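Agonist response is measured as cAMP accumulation in an RXFP1-transfected HEK293T line under PDE4 inhibition. Values are scaled between buffer-only and 29 nM porcine relaxin, and EC50s come from standard Hill equation fits.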
TrxR1 inh = qHTS Assay for Inhibitors of Mammalian Selenoprotein Thioredoxin Reductase 1 (TrxR1): qHTS; Thioredoxin reductase 1, cytoplasmic (Rattus norvegicus), O89049; recombinant rTrxR1, NADPH fluorescence consumption, selenite substrate; Potency, µM (titrated, usually from 114 µM), without a hit: at the highest dose activity change, negative = inhibition, hits mostly inhibitors; 390,000 tested, 1% active; AID 588453, 2011; also: % is scaled to controls: 0 for no effect and ±100 for the full control effect; nearly all actives have a fitted effect of over 65% in size
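Rat TrxR1 (90 nM in the dispensed reagent) was pre-reduced with 400 uM NADPH for 5 min at room temperature, then incubated with compound for 15 min. After 400 uM selenite was added, NADPH fluorescence (Ex 340/Em 450 nm) was followed for 8 min.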
mIDH1 inhibitor = qHTS for Inhibitors of mutant isocitrate dehydrogenase 1 (IDH1): qHTS; Isocitrate dehydrogenase [NADP] cytoplasmic (Homo sapiens), O75874; IDH1-R132H enzyme, NADPH consumption, diaphorase/resazurin fluorescence; Potency, µM (titrated, usually from 76.6 µM), for the others: at the top dose activity change, negative = inhibition, actives largely listed as inhibitors; 390,000 tested, 0.093% active; AID 602179, 2012; also: % is scaled to controls: 0 for no effect and ±100 for the full control effect; nearly all actives have a fitted effect of over 65% in size
Target sequence (O75874 whole entry R132H, stated change not applied): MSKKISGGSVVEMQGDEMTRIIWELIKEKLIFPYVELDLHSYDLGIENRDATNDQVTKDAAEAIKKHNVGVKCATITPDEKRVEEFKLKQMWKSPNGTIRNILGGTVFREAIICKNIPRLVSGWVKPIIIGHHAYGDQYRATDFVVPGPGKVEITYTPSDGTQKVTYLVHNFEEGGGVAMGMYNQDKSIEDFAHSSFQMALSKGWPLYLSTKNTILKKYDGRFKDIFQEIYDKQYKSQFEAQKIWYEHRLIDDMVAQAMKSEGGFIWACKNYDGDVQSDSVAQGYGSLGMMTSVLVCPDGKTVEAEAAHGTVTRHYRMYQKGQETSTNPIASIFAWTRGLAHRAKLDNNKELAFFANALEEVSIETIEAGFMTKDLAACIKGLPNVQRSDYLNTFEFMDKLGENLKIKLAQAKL
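IDH1-R132H (0.5 ug/mL) preincubated 30 min with compound, then NADPH (0.016 mM) and alpha-KG (2 mM) added; 80 min at RT, pH 7.5. Remaining NADPH coupled via diaphorase/resazurin to fluorescence (540/590 nm); concentration-response curves normalized to no-enzyme control.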
TrxR1 substrate = qHTS Assay for Substrates of Mammalian Selenoprotein Thioredoxin Reductase 1 (TrxR1): qHTS; 390,000 tested, 0.01% active; AID 588456, 2011; Thioredoxin reductase 1, cytoplasmic (Rattus norvegicus), O89049; Potency, µM (series often up to 114 µM), without a hit: at the top dose activity change, negative = substrate turnover; purified TrxR1 substrate turnover, NADPH consumption readout; also: % is scaled to controls: 0 for no effect and ±100 for the full control effect; nearly all actives have a fitted effect of over 50% in size
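Rat TrxR1, dispensed at 90 nM, was prereduced with 400 uM NADPH (final) for 5 min at ~22 deg C, then incubated with compound 15 min before 400 uM selenite. A first-read NADPH fluorescence drop versus no-compound background flagged substrates.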
* = called active by the depositor; ? = inconclusive; · = not tested or not shown; [ ] = remark or other dose. Calls follow the shape of the dose curve; as a rule, active = well fitted curve in the direction sought with a large enough effect; inconclusive = small, poorly fitted or top-dose-only effect, or another doubt; inactive = no such curve, though single readings can be large; an effect the other way counts as inactive or inconclusive. Potency is read from the fitted curve at half-maximal effect.

structure	TrxR1 substrate	USP1-UAF1 inh	RGS4 inhibitor	Vif-A3G inh	RXFP1 agonist	Vif-APOBEC3F blk	TrxR1 inh	mIDH1 inhibitor	ALOX12 inh
COCCNC(=O)CN1C(=O)CN=C(c2ccccc2)c2ccccc21	4%	-15%	7%	-2%	2.1%	0%	14%	10%	7%
CCN(CC)S(=O)(=O)c1ccc(C(=O)NC2CN3CCC2CC3)cc1 (stereo unspecified)	5%	-17%	12%	0%	-2.4%	-1%	23%	1%	-2%
Nc1nnc(P(c2ccccc2)c2ccccc2)s1	0%	-2%	26%	2%	4.2%	2%	6%	5%	?
COc1ccc(CCNC2CCCCCC2)cc1	-4%[57.1 µM]	-26%	-17%	4%	1.4%	-6%	12%[57.1 µM]	5%	31%[activator]
Cc1cc(C)cc(NC(=O)CN2C(=O)CN=C(c3ccccc3)c3cc(Cl)ccc32)c1	-5%[57.1 µM]	-7%	5%	1%	2.0%	1%	19%[57.1 µM]	-3%	-12%
CCC(=O)N1CC(=O)Nc2ccc(F)cc2C1c1ccccc1 (stereo unspecified)	4%	-8%	-1%	-1%	0.0%	-5%	20%	19%	9%
CC(C)c1ccc(-n2c(O)c(/C=N/NC(=O)c3ccccc3O)c(=O)[nH]c2=S)cc1	-6%	-24%	-6%	-10%	4.2%	13%	-1%	-12%	40µM*
COC(=O)c1cncn1C(C)c1ccccc1 (stereo unspecified)	-4%	-4%	5%	0%	-0.4%	-13%	3%	16%	?

Brought forward from above: 2 compounds, followed by the next part.
structure	TrxR1 substrate	USP1-UAF1 inh	RGS4 inhibitor	Vif-A3G inh	RXFP1 agonist	Vif-APOBEC3F blk	TrxR1 inh	mIDH1 inhibitor	ALOX12 inh
CC(C)c1ccc(-n2c(O)c(/C=N/NC(=O)c3ccccc3O)c(=O)[nH]c2=S)cc1	-6%	-24%	-6%	-10%	4.2%	13%	-1%	-12%	40µM*
COC(=O)c1cncn1C(C)c1ccccc1 (stereo unspecified)	-4%	-4%	5%	0%	-0.4%	-13%	3%	16%	?
COC(=O)C1=C(c2c(C)noc2C)C[C@@H]2CC[C@H]1N2C(=O)NCc1ccc(C(F)(F)F)cc1	-5%[57.1 µM]	-28%	1%	4%	0.4%	-2%	11%[57.1 µM]	2%	-4%
CCOC(=O)c1c(-c2ccccc2)oc2ccc(OC(=O)N(C)C)cc12	158%[activator][57.1 µM]	-8%	29%	-1%	0.0%	7%	44%[activator][57.1 µM]	0%	0%
CC(=O)OC1CC(OC2C(O)CC(OC3C(O)CC(OC4CCC5(C)C(CCC6C5CCC5(C)C(C7=CC(=O)OC7)CCC65O)C4)OC3C)OC2C)OC(C)C1OC1OC(CO)C(O)C(O)C1O (stereo unspecified)	6%[11.4 µM]	-8%	-11%	-3%	·	-10%	19%[11.4 µM]	1%	-11%
Cc1ccc(-n2c(C)nc3ccccc3c2=O)c(C)c1	3%	-11%	15%	2%	-1.2%	7%	20%	3%	0%
Nc1ccnn1C1CCNCC1	-1%	-24%	-32%	0%	2.3%	3%	1%	10%	0%
Cc1cc(C)nc(/N=C(\N)c2c(O)[nH]c(=O)[nH]c2=O)n1	2%	-23%	28%	0%	8.9%	-1%	3%	0%	-12%
CN(C)N=O	13%	-10%	17%	-3%	0.6%	-4%	44%[activator]	24%	0%
CCOC(=O)C1(CCc2ccccc2)CCN(Cc2cccc3c2OCO3)CC1	2%	-11%	28%	0%	-0.7%	-23%	39%[activator]	-7%	-3%
CCC1(C)OC(c2ccccc2)=C/C(=C/C=C2C(=O)NC(=O)NC2=O)O1 (stereo unspecified)	-7%	?	6%[56.9 µM]	11%	3.2%	?	-4%	?	2%
O=c1[nH]c(=S)[nH]c(O)c1N=Nc1ccc(OC(F)F)cc1	-11%	-13%	0%	0%	9.4%	7%	-3%	-6%	-24%
CN1CCN(c2ccc([N+](=O)[O-])c(NCC3CCCO3)c2)CC1 (stereo unspecified)	-10%	-6%	12%	0%	-4.7%	6%	-5%	7%	-19%
C=CCc1cc(C=C2C(=O)N(C)C(=O)N(C)C2=O)cc(OCC)c1OCc1ccccc1	-2%	?	?	-12%	2.3%	-19%	?	-15%	?
COc1ccc2c(CN3CC=C(c4ccccc4)CC3)cc(=O)oc2c1	66%	-16%	-13%	-2%	3.0%	11%	16%[57.1 µM]	2%	-28%
C/C(=N\N1CCCCCC1)c1c(O)n(C2CCCCC2)c(=O)[nH]c1=O	7%[57.1 µM]	-17%	-5%	1%	0.1%	-6%	20%[57.1 µM]	-9%	-1%
Nc1ccc(C2(c3ccc(N)cc3)CN3CCC2CC3)cc1	-6%	-6%	12%	5%	-0.3%	0%	-6%	21%	33%[activator]
COP(=S)(OC)Oc1ccc(SC)c(C)c1	-15%	0%	2%	0%	·	-9%	-11%	7%	-7%
CC(=O)OC(C)(C)/C=C/C(=O)C(C)(O)C1[C@H](O)C[C@@]2(C)C3CC=C4C(CC[C@@H](O)C4(C)C)[C@]3(CO)C(=O)C[C@]12C (stereo partly specified)	7%[57.1 µM]	-8%	-2%	-7%	-1.7%	-4%	11%[57.1 µM]	4%	-2%
CN1CCC2(CC1)c1ccccc1-c1ccccc12	8%[57.1 µM]	-4%	18%	2%	·	8%	16%	2%	0%
Cc1cccc(-n2c(/C=C/c3cn(C)c4ccccc34)nc3ccccc3c2=O)c1	-6%	?	-20%	2%	2.2%	-1%	-8%	?	?
Nc1cccc(N=Cc2c(O)n(Cc3ccc(F)cc3)c(=O)[nH]c2=O)c1	-3%	-8%	5%	-9%	1.5%	-2%	-1%	2%	10%
O=C1NC(=O)C(=Cc2ccc(N3CCOCC3)o2)C(=O)N1	-23%	?	-11%	-11%	-1.6%	?	?	8%	-11%
NCCc1c[nH]c2ccccc12	-3%[57.1 µM]	10%	15%[56.9 µM]	-1%	2.8%	6%	-14%[57.1 µM]	-13%	?
COc1cc(Cn2c(N)c(C(=O)NCc3ccco3)c3nc4ccccc4nc32)cc(OC)c1OC	86%[activator]	22µM*	-46%	-12%	5.4%	-27%	?	-6%	0%
COC(=O)C1C(O)CC2CCC1N2C (stereo unspecified)	10%	-25%	14%	4%	·	3%	27%	-9%	6%
CC(=O)CC(c1ccccc1[N+](=O)[O-])c1c(O)c2ccccc2oc1=O (stereo unspecified)	?	-20%	-21%	-1%	-1.1%	4%	?	0%	-56%
CC(C)CCC1(CCO)C(=O)NC(=S)NC1=O	0%	-3%	39%	-2%	·	-49%	15%	-7%	-17%
CS(=O)(=O)c1ccc(C2=C(CNC(=O)c3cccnc3)[C@H]3CC[C@@H](C2)N3Cc2ccccc2)cc1	·	-6%	·	2%	·	-9%	·	3%	?
CCOc1ccc(C2SCC(=O)Nc3c2c(=O)[nH]n3C2CCCCCC2)cc1 (stereo unspecified)	-12%	-11%	4%	1%	1.9%	0%	-23%	-4%	0%
COc1ccc(NC2Oc3cc4c(cc3C(c3cc(OC)c(OC)c(OC)c3)C2C)OCO4)cc1 (stereo unspecified)	-7%[11.4 µM]	-3%	?	?	·	-22%	-25%[11.4 µM]	-3%	5%
Cc1nnc(NC(=O)c2cccn(Cc3cccc(F)c3)c2=O)s1	2%[57.1 µM]	-12%	4%	-3%	0.3%	2%	19%[57.1 µM]	-6%	-28%
COc1ccc(C2=NCC(=S)Nc3ccc(Cl)cc32)cc1OC	9%	-23%	12%	-5%	·	?	25%	6%	73%[activator]
Cc1ccc(NC(=O)Cn2c(=O)oc3cc(S(=O)(=O)N4CCCCCC4)ccc32)cc1Cl	-7%[57.1 µM]	-6%	-4%	-16%	1.6%	?	19%[57.1 µM]	-2%	?
CC(=O)Nc1ccc(OC(=O)N(C)C)cc1	2%	-13%	31%	1%	2.3%	-2%	11%	-1%	-6%
Fc1ccccc1CN1Cc2ccccc2-n2nncc2C1	·	-23%	·	-4%	·	1%	·	5%	-37%

These rows are one share of the data. The share of hits here may be higher or lower than overall.
